Assay outcomes: PubChem, National Center for Advancing Translational Sciences (NCATS)
RGS4 inhibitor: inhibitors of human regulator of G protein signaling 4. Potency, µM (series often up to 114 µM), without a hit: at the highest dose activity change, negative = inhibition, actives largely listed as inhibitors. Transcreener GDP fluorescence polarization, RGS4-accelerated GTP hydrolysis. actives 0.039% (n = 390,000); note: % is set by controls: 0 for no effect and ±100 for the full control effect; nearly all actives have a fitted effect of over 75% in size; some results filed as inactive show a strong effect at the top dose
Target sequence (P49798 whole entry, looked up): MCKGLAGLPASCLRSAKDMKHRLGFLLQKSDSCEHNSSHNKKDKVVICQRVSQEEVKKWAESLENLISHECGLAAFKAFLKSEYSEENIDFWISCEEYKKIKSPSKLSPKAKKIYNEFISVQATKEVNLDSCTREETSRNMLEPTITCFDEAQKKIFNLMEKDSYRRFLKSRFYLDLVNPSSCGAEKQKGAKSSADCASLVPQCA
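MLSMR compounds (23 nl, pin-transferred) preincubated 10 min at room temperature with a 500nM (2x) first reagent, then RGS4 at 900nM (2x) plus Transcreener GDP mix added; fluorescence polarization (620/688 nm) read before and after 90 min at 30 °C.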
Vif-A3F inh: inhibitors of Vif-A3F interaction. HeLa A3F-eYFP + Vif (tagged APOBEC3F with the HIV-1 protein that degrades it), YFP fluorescence increase. Potency, µM (series often up to 46.1 µM), for inactives: at the top dose activity, negative = active. actives 0.2% (n = 390,000); note: % of control where 0% means no effect; nearly all actives have a fitted effect of over 65% in size
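HeLa cells stably expressing A3F-eYFP plus Vif, plated and incubated overnight at 37 deg C, then exposed to compounds overnight at 37 deg C. Blocked degradation read as raised yellow fluorescence (Ex 488/Em 500-530).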
Vif-APOBEC3G blk: inhibitors of Vif-APOBEC3G interaction. HeLa A3G-eYFP + Vif (tagged APOBEC3G with the HIV-1 protein that degrades it), YFP fluorescence, overnight. Potency, µM (doses to about 46.1 µM), for the others: top-dose activity, negative = active, most hits filed as inhibitors. actives 0.076% (n = 410,000);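 note: % is set by controls: 0 for no effect and ±100 for the full control effect; nearly all actives have a fitted effect of over 60% in size; hits raise eYFP signal because A3G escapes Vif-driven loss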
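Read-out is eYFP fluorescence (Ex 488/Em 500-530) from Vif-expressing HeLa A3G-eYFP cells; more signal means A3G escaped Vif-mediated degradation. Cells plated overnight, compound pinned in, incubated overnight at 37 deg C.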
RXFP1 agonist: agonists of human relaxin receptor RXFP1. AID 2676. actives 0.3% (n = 370,000). HEK293T-RXFP1 cAMP TR-FRET, 30 min; response scale: percent of porcine relaxin response, buffer zero. Q9HBX9. Potency, µM (highest dose often 57.5 µM), inactives show at the top dose activation, most hits filed as activators; note: % is set by controls: 0 for no effect and ±100 for the full control effect; nearly all actives have a fitted effect of over 60% in size; many of its hits are not listed in these tables
Target sequence (Q9HBX9 whole entry, looked up): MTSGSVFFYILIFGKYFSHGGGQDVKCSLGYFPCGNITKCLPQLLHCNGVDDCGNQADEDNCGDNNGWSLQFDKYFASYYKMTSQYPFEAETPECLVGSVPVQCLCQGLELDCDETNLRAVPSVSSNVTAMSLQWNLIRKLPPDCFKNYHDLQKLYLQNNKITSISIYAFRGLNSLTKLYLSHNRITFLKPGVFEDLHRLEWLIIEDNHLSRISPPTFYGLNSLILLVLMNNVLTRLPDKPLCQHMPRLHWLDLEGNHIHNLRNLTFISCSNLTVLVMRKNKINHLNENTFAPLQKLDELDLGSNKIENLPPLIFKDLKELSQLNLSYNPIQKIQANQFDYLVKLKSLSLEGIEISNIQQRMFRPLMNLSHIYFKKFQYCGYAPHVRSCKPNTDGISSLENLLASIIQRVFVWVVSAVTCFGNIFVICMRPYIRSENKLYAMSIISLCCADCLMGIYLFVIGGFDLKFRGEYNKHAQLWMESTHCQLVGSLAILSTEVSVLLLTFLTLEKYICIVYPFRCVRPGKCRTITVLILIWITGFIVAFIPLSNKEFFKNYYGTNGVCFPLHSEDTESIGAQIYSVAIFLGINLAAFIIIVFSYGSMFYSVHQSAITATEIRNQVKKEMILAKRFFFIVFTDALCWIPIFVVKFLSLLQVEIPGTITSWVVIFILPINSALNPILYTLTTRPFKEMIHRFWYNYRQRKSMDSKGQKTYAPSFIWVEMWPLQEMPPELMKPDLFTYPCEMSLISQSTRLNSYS
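cAMP rise read by TR-FRET after 30 min, 37C compound exposure (up to 58 uM) in RXFP1-transfected HEK293 cells with Ro 20174 present. EC50 from Hill-equation fits, with 29 nM porcine relaxin as 100% and buffer as basal.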
mIDH1 inhibitor: inhibitors of human mutant IDH1 R132H; AID 602179; O75874; actives 0.093% (n = 390,000); IDH1-R132H enzyme, NADPH consumption, diaphorase/resazurin fluorescence; Potency, µM (series often up to 76.6 µM), for the others: top-dose activity change, negative = inhibition, actives largely listed as inhibitors; note: % is set by controls: 0 for no effect and ±100 for the full control effect; nearly all actives have a fitted effect of over 65% in size
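IDH1-R132H (0.5 ug/mL) preincubated 30 min with compound, then NADPH (0.016 mM) and alpha-KG (2 mM) added; 80 min at RT, pH 7.5. Remaining NADPH coupled via diaphorase/resazurin to fluorescence (540/590 nm); concentration-response curves normalized to no-enzyme control.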
TrxR1 substrate: substrates of rat thioredoxin reductase 1 | Potency, µM (titrated, usually from 114 µM), for the others: top-dose activity change, negative = substrate turnover | O89049 | actives 0.01% (n = 390,000) | purified TrxR1 substrate turnover, NADPH consumption readout | AID 588456; note: % is set by controls: 0 for no effect and ±100 for the full control effect; nearly all actives have a fitted effect of over 50% in size
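Rat TrxR1, dispensed at 90 nM, was prereduced with 400 uM NADPH (final) for 5 min at ~22 deg C, then incubated with compound 15 min before 400 uM selenite. A first-read NADPH fluorescence drop versus no-compound background flagged substrates.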
rTrxR1 inhibitor: blocks rat thioredoxin reductase 1. actives 1% (n = 390,000). recombinant rTrxR1, NADPH fluorescence consumption, selenite substrate. O89049. AID 588453. Potency, µM (doses to about 114 µM), for inactives: at the highest dose activity change, negative = inhibition, actives largely listed as inhibitors; note: % is set by controls: 0 for no effect and ±100 for the full control effect; nearly all actives have a fitted effect of over 65% in size
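Rat TrxR1 (90 nM in the dispensed reagent) was pre-reduced with 400 uM NADPH for 5 min at room temperature, then incubated with compound for 15 min. After 400 uM selenite was added, NADPH fluorescence (Ex 340/Em 450 nm) was followed for 8 min.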
USP1 inh: blocks the human USP1/UAF1 deubiquitinase complex | Potency, µM (highest dose often 57.1 µM), without a hit: at the top dose activity change, negative = inhibition, hits mostly inhibitors | recombinant USP1/UAF1, Ub-Rhodamine cleavage fluorescence | actives 0.23% (n = 390,000) | AID 743255; note: % is set by controls: 0 for no effect and ±100 for the full control effect; nearly all actives have a fitted effect of over 60% in size; inactives centre near -12
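In this screen, compounds sit with the deubiquitinase complex (1nM) for 15 min at room temperature before Ub-Rho is added at 150nM final. Fluorescence rise is then followed for 6 reads every 60 seconds.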
12-LOX inh: inhibitors of human 12S-lipoxygenase ALOX12 | P18054 | purified 12hLO, xylenol orange hydroperoxide absorbance | Potency, µM (top dose mostly 108 µM), for inactives: at the highest dose activity change, negative = inhibition, usual class: inhibitors | actives 1.1% (n = 580,000); note: % is set by controls: 0 for no effect and ±100 for the full control effect
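Purified human 12hLO at 150 nM in 25 mM Hepes, 0.01% Triton X-100, pH 7.0, preincubated 15 min at room temperature with compound. Reaction started with 40 uM arachidonic acid, 30 min at room temperature. Hydroperoxide measured by Fe-xylenol orange, 573/405 nm absorbance ratio.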
Numbers without * were called inactive; ? = inconclusive; . = not tested or not shown; [ ] = dose if it differs, or a comment. Calls come from the whole dose curve; as a rule, active = well fitted curve in the direction sought with a large enough effect; inconclusive = small, poorly fitted or top-dose-only effect, or another doubt; inactive = no such curve, though single readings can be large; an effect the other way counts as inactive or inconclusive. Potency is the fitted concentration of half-maximal effect.

SMILES	RGS4 inhibitor	Vif-A3F inh	Vif-APOBEC3G blk	RXFP1 agonist	mIDH1 inhibitor	TrxR1 substrate	rTrxR1 inhibitor	USP1 inh	12-LOX inh
CN(c1nc2nonc2nc1NC1CC1)C1CCOC1 (stereo not given)	-11%	4%	7%	1.9%	1%	?	?	-14%	3%
COc1ccc(-c2cnc(N)nc2-c2ccc(OCc3ccccc3)cc2O)cc1	-24%	-9%	1%	0.2%	1%	1%	6%	-9%	?
CCOCCCNC(=O)c1cc2c(=O)n3cccc(C)c3nc2s1	-35%	-11%	5%	23%	0%	137%[activator]	?	-21%	1%
O=C(Nc1ccc(CN2CCOCC2)cc1)c1ccc(-c2ccc(Cl)cc2Cl)o1	-37%	?	0%	4.2%	9%	7%	-20%	?	?
COc1ccccc1C(=O)OCC(=O)NC(C)CCc1ccccc1 (stereo not given)	-11%[56.9 µM]	11%	1%	1.2%	-3%	0%	22%	-10%	8%
COc1ccc(/C=C/C(=O)Nc2nc3n(n2)C(c2ccccc2)C=C(c2ccc(Cl)cc2)N3)cc1 (stereo not given)	?	1%	-4%	3.4%	9%	2%	29%	-8%	-6%
O=C(CN1CCN(S(=O)(=O)c2ccccc2)CC1)N1CCCCC1	-2%	-7%	1%	0.4%	8%	-2%	15%	-6%	427%[activator]
O=C(CN1C(=O)COc2ccccc21)Nc1ccc(F)cc1	-18%	-3%	-5%	0.7%	-6%	4%	-6%	-25%	35%[activator][57.4 µM]
CC1CCCCC1NC(=O)COC(=O)c1ccccn1 (stereo not given)	-12%[11.4 µM]	-1%	4%	0.0%	8%	2%	14%	-19%	-17%
Cc1ccccc1C[n+]1cccc2ccccc21	4%	1%	6%	0.1%	-6%	5%[57.1 µM]	15%[57.1 µM]	-35%	1%
Cc1ccc(Nc2nnns2)cc1	?	-1%	0%	-0.6%	-1%	-3%	-17%	-7%	?
N#Cc1ccsc1NC(=O)CSc1nnc(NC2CC2)s1	.	4%	3%	.	0%	.	.	-12%	-2%
CC1CCC2(CC1)NC(=O)N(CC(=O)c1cccn1C)C2=O (stereo not given)	20%	-1%	-3%	1.5%	1%	2%	-1%	1%	25%
CCN(CC)C(=O)CN1C(=O)COc2ccc(S(=O)(=O)N3CCOCC3)cc21	-6%	1%	-2%	-0.4%	-1%	9%	20%	-5%	-16%
O=C(Nc1ccccc1C(F)(F)F)N1CCC(CN2CCc3ccccc3C2)CC1	-19%	3%	-7%	6.1%	15%	-2%	-8%	-13%	-12%
CS(=O)(=O)c1ccc(Cl)c(NC(=O)COC(=O)CNC(=O)c2ccc3ccccc3c2)c1	?	-24%	0%	1.2%	-9%	-7%	2%	0%	-15%
Cc1ccc(C)c(-n2[nH]c3c4c(ccc3c2=O)C(=O)c2ccccc2C4=O)c1	-7%	4%	-1%	0.8%	-5%	-3%	-2%	-11%	9%
CCn1c2ccccc2c2cc(NS(=O)(=O)c3ccccc3C)ccc21	-22%[11.4 µM]	-1%	?	1.5%	1%	1%[57.1 µM]	13%[57.1 µM]	-8%	-23%
CCOCCCn1c(=S)[nH]c2cc(C(=O)NCCN(CC)CC)ccc2c1=O	-15%	-1%	3%	-1.5%	6%	-3%	-34%	-3%	?
O=C(NCC(=O)N(c1ccc2c(c1)OCO2)C(C(=O)NC1CCCC1)c1ccncc1)c1ccco1 (stereo not given)	-57%[11.4 µM]	0%	0%	2.9%	16%	14%[57.1 µM]	?	-13%	0%
Cc1ccc(S(=O)(=O)Cc2ccc(C(=O)N3CCN(c4ccccn4)CC3)o2)cc1	-3%	-4%	-12%	2.6%	-3%	-8%	?	-5%	11%
O=C(OC(C(=O)NC1CCCC1)c1ccc(F)cc1)c1ccno1 (stereo not given)	-4%	2%	1%	0.1%	5%	6%	10%	-16%	5%
C/C(=N\NC(=O)c1ccco1)c1ccc(NC(=O)c2ccccc2)cc1	-21%	-1%	-3%	-2.4%	0%	8%[57.1 µM]	20%[57.1 µM]	-20%	-15%
COc1ccc(-n2nc(C(=O)NCC(=O)NCc3cccc(F)c3)c3ccccc3c2=O)cc1Cl	12%	1%	-2%	16%	-9%	23%	24%	-16%	?
COc1ccc(Oc2cc(F)nc(N)n2)cc1	22%	-14%	3%	1.5%	-1%	8%[57.1 µM]	18%	12%	-15%
COC(=O)CC1Sc2ccccc2NC1=O (stereo not given)	15%	.	0%	-1.3%	2%	6%	5%	-2%	0%
CCCCCC(=O)Nc1ccc(-c2csc(N)n2)cc1	?	12%	4%	1.2%	3%	-4%[57.1 µM]	11%[57.1 µM]	-9%	-28%
COc1ccc(CCNC(=O)c2cc(-c3ccc(Cl)cc3)on2)cc1OC	11%	-5%	3%	1.6%	-19%	-9%	6%	3%	-21%
Cc1ccc(Cl)cc1N1CCN(C(=O)Cn2ccc3ccccc3c2=O)CC1	-5%	-13%	3%	2.3%	0%	-7%	-14%	-6%	-3%
O=C(/C=C1\C(=O)Nc2ccccc21)/C=C1\C(=O)Nc2ccccc21	?	-14%	-11%	0.7%	-8%	1%	1µM*	-24%	8.9µM*
COc1ccc(-c2cc(-c3ccc(Cl)cc3)c(C#N)c(SCC(=O)O)n2)cc1	-25%	-4%	2%	7.3%	-1%	37%[activator]	-23%	-19%	?
O=C(NC(=S)Nc1cccc(Cl)c1N1CCCC1)c1ccc(-c2cccc([N+](=O)[O-])c2)o1	-13%	-19%	1%	-2.9%	-4%	-13%	-22%	-9%	?
O=c1[nH]c(C(F)(F)F)nc2c1nnn2Cc1ccccc1F	-9%	8%	0%	1.3%	-3%	-7%	6%	-8%	0%
Nc1ccc(N2CCN(CCCCN3C(=O)C4CCCN4C3=O)CC2)cc1 (stereo not given)	-17%	-5%	2%	0.6%	16%	-10%	-11%	-13%	-22%
Cc1noc(C)c1COc1ccc(C(=O)OCc2nnc(-c3ccc(Cl)cc3)o2)cc1	13%	1%	3%	2.5%	-1%	1%	6%	-2%	123%[activator][57.4 µM]
NC(=O)c1cc([N+](=O)[O-])ccc1NCc1cccc(N)c1	12%	1%	-1%	0.3%	-5%	-10%	-8%[57.1 µM]	-1%	-21%
CCOc1ccc(S(=O)(=O)NCc2ccccc2OC)cc1	13%	-23%	1%	-0.1%	0%	-5%	8%	1%	-5%
O=C(Nc1ccc(F)cc1)NC1(C(=O)NCc2ccc3c(c2)OCO3)CCCCC1	-9%	-2%	2%	1.2%	-1%	-2%	13%	-4%	8%
Cc1cc(=O)oc(C)c1C(=O)NCC1COc2ccccc2O1 (stereo not given)	-7%	-10%	0%	0.5%	-3%	3%	-4%	-18%	-26%
COc1cc(OC)c(N(C)C(=O)c2sc3nc4n(c(=O)c3c2C)CCCCC4)cc1Cl	2%	0%	-3%	5.5%	0%	80%[activator]	93%[activator]	-6%	0%

Single records (already shown). Screens in order: RGS4 inhibitor	Vif-A3F inh	Vif-APOBEC3G blk	RXFP1 agonist	mIDH1 inhibitor	TrxR1 substrate	rTrxR1 inhibitor	USP1 inh	12-LOX inh
`Nc1ccc(N2CCN(CCCCN3C(=O)C4CCCN4C3=O)CC2)cc1` (stereo not given) is entered as -17%	-5%	2%	0.6%	16%	-10%	-11%	-13%	-22%
`CCCCCC(=O)Nc1ccc(-c2csc(N)n2)cc1` is entered as ?	12%	4%	1.2%	3%	-4%[57.1 µM]	11%[57.1 µM]	-9%	-28%
`Cc1noc(C)c1COc1ccc(C(=O)OCc2nnc(-c3ccc(Cl)cc3)o2)cc1` is entered as 13%	1%	3%	2.5%	-1%	1%	6%	-2%	123%[activator][57.4 µM]
`O=C(NC(=S)Nc1cccc(Cl)c1N1CCCC1)c1ccc(-c2cccc([N+](=O)[O-])c2)o1` is entered as -13%	-19%	1%	-2.9%	-4%	-13%	-22%	-9%	?

More records
SMILES	RGS4 inhibitor	Vif-A3F inh	Vif-APOBEC3G blk	RXFP1 agonist	mIDH1 inhibitor	TrxR1 substrate	rTrxR1 inhibitor	USP1 inh	12-LOX inh
O=C(N/N=C/c1ccc(OCCCF)cc1)c1cc(OCC(F)(F)F)ccc1OCC(F)(F)F	16%	-1%	-6%	0.3%	5%	5%[57.1 µM]	14%[57.1 µM]	3%	21%
COC(=O)C1=C(C)N(CCCC(=O)O)C(=O)NC1c1cccc2ccccc12 (stereo not given)	13%	0%	3%	.	-11%	4%[57.1 µM]	14%[57.1 µM]	-21%	-1%
O=C(CNC(=O)c1cccs1)OCC(=O)c1ccc(Br)cc1	3%	17%	2%	1.9%	5%	6%[57.1 µM]	22%[57.1 µM]	?	0%
O=C(OCc1ccccc1)C1=NNC2C(=O)N(c3ccc(Br)cc3)C(=O)C12 (stereo not given)	-37%	0%	-5%	-2.3%	5%	-3%[57.1 µM]	15%[57.1 µM]	?	132%[activator]
COCCCn1c(=O)c2sccc2n2c(CCCC(=O)NC3CCC(C)CC3)nnc12 (stereo not given)	28%	-1%	0%	23%	-9%	2%	7%	-9%	1%
O=C(Nc1ccccn1)c1ccc(C(=O)Nc2ccccn2)cc1	-2%	-12%	-2%	1.0%	4%	8%	12%	-21%	.
CCc1ccc2[nH]c(=O)c(CN(CCCN3CCOCC3)C(=O)Nc3ccc(Cl)cc3)cc2c1	21%	0%	3%	-0.4%	-3%	10%	?	-9%	-14%
Cc1cccc(C(=O)Nc2ccnc(-c3ccncc3)n2)c1	-1%[56.9 µM]	7%	-4%	2.0%	-13%	0%	9%	-8%	485%[activator]
Cc1cc(COc2ccccc2O)on1	-1%	1%	0%	0.6%	6%	0%	-9%	-13%	-1%

The list is partial; the hit share may differ from the screen's.
